PAFAH1B2 FP inh = PAFAH1B2 (human) inhibition; P68402; recombinant PAFAH1B2, FP-rhodamine activity probe, fluorescence polarization; inhibition, % at 3.39 µM; 1.2% of 340,000 active; AID 492953;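 active = inhibition above the mean of all tested compounds plus 3 SD, cut at about 24% in these data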;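 also: 0% = enzyme with DMSO and 100% = wells lacking PAFAH1B2; many of its hits are not listed in these tables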
Target sequence (P68402 whole entry, looked up): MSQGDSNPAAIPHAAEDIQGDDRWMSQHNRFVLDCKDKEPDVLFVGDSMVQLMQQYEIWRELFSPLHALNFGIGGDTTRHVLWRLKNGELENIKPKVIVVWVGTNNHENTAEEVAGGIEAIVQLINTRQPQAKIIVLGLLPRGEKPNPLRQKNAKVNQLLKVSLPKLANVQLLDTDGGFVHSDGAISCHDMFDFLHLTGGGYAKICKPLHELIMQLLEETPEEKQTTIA
PAFAH1B3 FP inh = inhibitors of human PAFAH1B3; inhibition, % at 3.39 µM; Q15102; recombinant PAFAH1B3, FP-rhodamine probe, fluorescence polarization; 0.28% of 340,000 active; AID 492972;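 active = inhibition above the screen-wide average of all tested compounds plus 3 SD, cut at about 25% in these data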;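 also: 0% = enzyme with DMSO only and 100% = wells lacking PAFAH1B3 protein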
PREPL inh = inhibits the human prolyl oligopeptidase-like enzyme. inhibition, % at 5.96 µM. Q4J6C6. recombinant PREPL, fluorescence polarization activity-based probe. 0.68% of 320,000 active; in the data active = inhibition above about 43%;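 also: 0% = enzyme with DMSO and 100% = wells lacking enzyme; many of its hits are not listed in these tables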
Target sequence (Q4J6C6 whole entry, looked up): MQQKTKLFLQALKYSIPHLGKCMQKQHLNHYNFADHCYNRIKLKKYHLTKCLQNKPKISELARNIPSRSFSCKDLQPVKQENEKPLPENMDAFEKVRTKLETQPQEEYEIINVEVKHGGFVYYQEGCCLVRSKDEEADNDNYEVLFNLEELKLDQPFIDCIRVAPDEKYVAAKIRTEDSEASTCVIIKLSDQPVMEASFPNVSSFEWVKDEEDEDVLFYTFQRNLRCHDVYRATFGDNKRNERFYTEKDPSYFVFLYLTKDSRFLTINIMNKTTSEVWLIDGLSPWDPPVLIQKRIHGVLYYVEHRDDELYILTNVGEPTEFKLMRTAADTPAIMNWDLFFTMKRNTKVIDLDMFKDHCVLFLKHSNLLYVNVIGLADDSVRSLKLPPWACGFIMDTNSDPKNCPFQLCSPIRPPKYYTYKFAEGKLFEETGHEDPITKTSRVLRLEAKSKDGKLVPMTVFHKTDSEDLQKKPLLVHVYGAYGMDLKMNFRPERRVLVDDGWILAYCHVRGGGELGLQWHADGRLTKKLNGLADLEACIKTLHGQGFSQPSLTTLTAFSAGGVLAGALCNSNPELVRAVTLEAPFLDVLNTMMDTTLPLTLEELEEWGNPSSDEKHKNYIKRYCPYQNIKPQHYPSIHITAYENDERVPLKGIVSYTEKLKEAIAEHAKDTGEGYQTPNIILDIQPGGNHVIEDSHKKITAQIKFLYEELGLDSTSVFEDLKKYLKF
pPAFAH FP inh = inhibitors of human plasma PAF acetylhydrolase (pPAFAH); Q13093; recombinant pPAFAH, FP-rhodamine probe fluorescence polarization; inhibition, % at 3.39 µM; 1.5% of 330,000 active; AID 463082;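 active = inhibition above the mean inhibition across the screen plus 3 SD, cut at about 25% in these data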;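 also: inhibitors block binding of the rhodamine activity-based probe so polarization drops; 0% = enzyme with DMSO and 100% = wells lacking pPAFAH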
LYPLA2 counter = LYPLA2 (human) inhibition in PME1 counter-screen. O95372. recombinant LYPLA2, FP-Rh probe fluorescence polarization. inhibition, % at 5.9 µM. 0.38% of 320,000 active. AID 2177;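 active = inhibition above the screen-wide mean plus 3 SD, limit set per campaign, cut at about 26% in these data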;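 also: 0% = LYPLA2 with DMSO and 100% = wells lacking LYPLA2 enzyme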
LYPLA1 counter = counter-screen for PME1 inhibitors: inhibitors of human LYPLA1; O75608; recombinant LYPLA1, FP-Rh probe fluorescence polarization; inhibition, % at 5.9 µM; 0.16% of 320,000 active;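 active = inhibition above the mean of all tested compounds plus 3 SD, set per campaign, cut at about 14% in these data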;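 also: inhibitors block serine hydrolase probe labeling of LYPLA1 so polarization falls; 0% = enzyme with DMSO and 100% = wells lacking LYPLA1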
GSTO1 counter = counter-screen for RBBP9 inhibitors: inhibitors of human GSTO1. inhibition, % at 5.96 µM. recombinant GSTO1, activity-based probe fluorescence polarization. P78417. 1.1% of 300,000 active;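 active = inhibition above the campaign mean inhibition plus 3 SD, cut at about 35% in these data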;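 also: 0% = GSTO1-1 with DMSO and 100% = wells lacking GSTO1-1 enzyme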
PAD4 inh = PAD4 (human) enzyme inhibition | Q9UM07 | recombinant PAD4, RCA probe fluorescence polarization | inhibition, % at 6.36 µM | 0.41% of 330,000 active | AID 485272;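 active = percent inhibition above a cutoff equal to the mean of all tested compounds plus 3 SD, cut at about 15% in these data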;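 also: 0% = PAD4 with RCA probe and DMSO and 100% = probe without PAD4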
PAFAH2 FP inh = PAFAH2 (human) inhibition; 0.99% of 340,000 active; recombinant PAFAH2, FP-rhodamine activity probe, fluorescence polarization; Q99487; inhibition, % at 3.39 µM;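 active = inhibition above the mean over all tested compounds plus 3 SD, cut at about 30% in these data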;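 also: inhibitors block probe labeling of enzyme so polarization drops; 0% = enzyme with DMSO and 100% = wells lacking PAFAH2 protein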
An asterisk follows results filed as active; . = not tested or not shown. This is a subset (hit frequency here may not be typical).

1: Cc1ccccc1C(=O)NC(=S)NCCC1=CCCCC1
2: Cc1ccn2c(=O)c(C(=O)NCCCN3CCCC3=O)c(O)nc2c1
3: CCCCCC1C(=O)C[C@@H]2CCN3C(=O)CCC[C@H]1[C@H]23 (some centres undefined)
4: CCOP(=O)(OCC)C(NC(=O)Nc1c(C)cc(C)cc1C)c1ccccc1 (centres undefined)
5: Cn1c(SCC2CCCO2)nnc1-c1ccc([N+](=O)[O-])cc1 (centres undefined)
6: CCCCOc1ccc(C2C(C(=O)c3cccs3)=C(O)C(=O)N2CCN2CCOCC2)cc1 (centres undefined)
7: COC(=O)C1=C(C)NC(=O)/C1=C\c1cc(C)n(-c2ccccc2F)c1C
8: Cc1cc(/C=N/n2cnnc2)c(C)n1-c1ccc2ncccc2c1
Assay by compound,1,2,3,4,5,6,7,8
PAFAH1B2 FP inh,.,7,2,3,4,1,0,2
PAFAH1B3 FP inh,.,8,7,1,3,2,10,-4
PREPL inh,0,-4,.,-6,-2,-4,1,5
pPAFAH FP inh,16,2,3,1,5,2,12,12
LYPLA2 counter,3,-4,.,-1,3,5,5,8
LYPLA1 counter,-3,-6,.,0,3,1,3,1
GSTO1 counter,6,1,.,0,7,-1,-3,7
PAD4 inh,2,-1,2,-7,-2,-8,0,-5
PAFAH2 FP inh,.,-1,-4,7,-1,-1,10,20

9: Cc1cccc(Cn2c(C(C)(C)C)cc3cccnc32)c1
10: Cc1ccccc1-n1nc(CSc2nc3ccccc3[nH]2)c(-c2ccccc2)c1N
11: O=[N+]([O-])c1cc(C(F)(F)F)ccc1NCCc1c[nH]c2ccc(O)cc12
12: C(=N\Nc1ccccc1)/c1ccc(N2CCOCC2)cc1
13: CCOc1cccc(CNCCO)c1OCc1ccc(Cl)cc1
14: NC(=O)[C@@H]1CCCN1C(=O)c1ccc2nc(Cc3cccc(Cl)c3)oc2c1
15: Nc1nnnn1/N=C/c1cc(Br)ccc1O
16: Cc1c(-c2ccccc2)[n+](=O)c(-c2ccc(Br)cc2)c(C)n1[O-]
Assay by compound,9,10,11,12,13,14,15,16
PAFAH1B2 FP inh,-4,1,-4,3,-2,2,.,5
PAFAH1B3 FP inh,1,3,17,0,2,2,.,4
PREPL inh,18,5,33,15,-11,16,2,-5
pPAFAH FP inh,3,-6,23,6,-4,6,3,1
LYPLA2 counter,1,-2,-2,-2,3,0,2,-2
LYPLA1 counter,-3,-4,-3,-2,0,-2,3,-2
GSTO1 counter,8,-4,3,4,3,0,31,5
PAD4 inh,-4,-1,3,-3,-3,-1,4,0
PAFAH2 FP inh,7,3,6,8,2,6,.,0

17: CSc1ccccc1C(=O)Nc1c(C)cccc1C
18: CCOc1ccc(C(=O)Nc2ccc(-c3cc4ccccc4oc3=O)c(C)c2)cc1[N+](=O)[O-]
19: CC1CCN(C(=S)Nc2ccc3nc4n(c(=O)c3c2)CCCCC4)CC1
20: CC(Sc1nnc(C(F)(F)F)n1C)C(=O)NC(N)=O (centres undefined)
21: CCCC(=O)N1CCN(Cc2ccc3c(c2)OCO3)CC1
22: O/N=C(\c1ccc(Cl)cc1)c1ncc(C(F)(F)F)cc1Cl
23: Cc1nc(C)c(-c2nnc(-c3ccc(C(C)(C)C)cc3)o2)cc1C(=O)NN
24: Cc1ccc(C2(C)NC(=O)N(CC(=O)N3CC(=O)Nc4ccccc43)C2=O)cc1 (centres undefined)
Assay by compound,17,18,19,20,21,22,23,24
PAFAH1B2 FP inh,3,-6,24*,4,-2,7,2,10
PAFAH1B3 FP inh,15,-16,6,2,4,-1,0,8
PREPL inh,10,-7,-8,-6,10,2,-5,21
pPAFAH FP inh,7,-4,7,3,0,2,0,1
LYPLA2 counter,-2,-46,5,-2,6,0,-7,.
LYPLA1 counter,2,-18,1,0,2,-2,0,.
GSTO1 counter,4,-38,0,0,-3,2,3,.
PAD4 inh,-1,-4,-2,-2,-3,-1,1,-2
PAFAH2 FP inh,-5,1,-6,-3,3,-12,-9,-5

25: N#Cc1ccsc1NC(=O)CN1CCN(S(=O)(=O)c2ccccc2C(F)(F)F)CC1
26: Cc1ccc(-n2nnnc2Sc2ccc(S(=O)(=O)NCCN(C)C)cc2[N+](=O)[O-])cc1
27: CS(=O)(=O)N(CC(=O)N1CCN(Cc2ccc3c(c2)OCO3)CC1)Cc1ccc(Cl)cc1
28: Cc1cc(-c2nnc(SCC(=O)Nc3ccccc3F)n2N)n[nH]1
29: CCC(CC)NC(=O)Nc1ccc(F)c(Cl)c1
30: CC(=O)c1cccc(NC(=O)c2ccncc2)c1
31: COc1ccc(C(=O)NCC2CCCO2)cc1OC (centres undefined)
32: C[C@@H]1COC(=O)[C@H](CC(=O)OC(C)(C)C)C/C=C\C[C@H](CC(=O)NCCO)C(=O)N1
Assay by compound,25,26,27,28,29,30,31,32
PAFAH1B2 FP inh,3,3,2,-2,9,2,5,-7
PAFAH1B3 FP inh,11,6,-9,0,9,0,3,-4
PREPL inh,6,-1,38,7,-6,0,-8,12
pPAFAH FP inh,3,3,4,-3,2,1,0,-3
LYPLA2 counter,0,4,1,0,1,-3,-2,.
LYPLA1 counter,-3,-2,-1,2,-1,-2,1,.
GSTO1 counter,-1,0,-4,2,-2,5,-3,.
PAD4 inh,-1,11,-2,-3,-4,-2,6,2
PAFAH2 FP inh,3,7,-2,0,3,7,-2,-10

33: Cc1cc(C)c2cc(C(=O)Nc3ccccc3)[nH]c2c1
34: CSc1ccccc1NC(=O)CN(C)C(C)C(=O)NC(=O)NC1CCCCC1 (centres undefined)
35: Nc1c(N(Cc2ccco2)C(=O)COc2ccccc2Cl)c(=O)[nH]c(=O)n1Cc1ccccc1
36: CC1CCCN(C(=O)CCNS(=O)(=O)c2ccc3c(c2)oc(=O)n3C)C1 (centres undefined)
37: CNC(=S)N(Cc1ccc(OC)cc1)C1CC(=O)N(c2ccc(C(=O)OC)cc2)C1=O (centres undefined)
38: Nc1nonc1-n1nncc1-c1ccccc1
39: C[C@H](NC(=O)Cc1cccc2ccccc12)C(=O)N1CCOCC1
40: Cc1ccc(N(CC(=O)NC2CCCCC2)C(=O)c2ccc(C)s2)cc1
Assay by compound,33,34,35,36,37,38,39,40
PAFAH1B2 FP inh,4,-6,8,-5,.,4,3,5
PAFAH1B3 FP inh,10,5,2,0,.,10,9,6
PREPL inh,18,0,2,1,8,4,6,9
pPAFAH FP inh,0,-2,-5,6,1,4,-1,1
LYPLA2 counter,-24,4,-1,4,5,1,.,-4
LYPLA1 counter,-12,0,-4,0,-4,-1,.,-1
GSTO1 counter,-4,9,.,-1,-5,0,.,9
PAD4 inh,-3,0,-4,-2,4,2,3,-1
PAFAH2 FP inh,14,-1,-3,-8,.,2,-1,-2

Sorted by molecular weight (smallest number first): part of the list above.
33: Cc1cc(C)c2cc(C(=O)Nc3ccccc3)[nH]c2c1
39: C[C@H](NC(=O)Cc1cccc2ccccc12)C(=O)N1CCOCC1
40: Cc1ccc(N(CC(=O)NC2CCCCC2)C(=O)c2ccc(C)s2)cc1
36: CC1CCCN(C(=O)CCNS(=O)(=O)c2ccc3c(c2)oc(=O)n3C)C1 (centres undefined)
34: CSc1ccccc1NC(=O)CN(C)C(C)C(=O)NC(=O)NC1CCCCC1 (centres undefined)
32: C[C@@H]1COC(=O)[C@H](CC(=O)OC(C)(C)C)C/C=C\C[C@H](CC(=O)NCCO)C(=O)N1
Assay by compound,33,39,40,36,34,32
PAFAH1B2 FP inh,4,3,5,-5,-6,-7
PAFAH1B3 FP inh,10,9,6,0,5,-4
PREPL inh,18,6,9,1,0,12
pPAFAH FP inh,0,-1,1,6,-2,-3
LYPLA2 counter,-24,.,-4,4,4,.
LYPLA1 counter,-12,.,-1,0,0,.
GSTO1 counter,-4,.,9,-1,9,.
PAD4 inh,-3,3,-1,-2,0,2
PAFAH2 FP inh,14,-1,-2,-8,-1,-10

The list continues.
41: COc1ccc(-c2nc(SC(CC(=O)NCc3ccccc3)c3ccc(OC)c(OC)c3)n[nH]2)cc1 (centres undefined)
42: CC12CCC(C(N)=O)(c3nc4ccccc4nc31)C2(C)C (centres undefined)
43: COc1ccccc1C(C#N)c1cccc(Cl)n1 (centres undefined)
44: Cc1cc(OCC(=O)N2CCN(c3ccccn3)CC2)c(C)cc1Br
45: CCOC(=O)C1(C)C=C(Nc2ccc(C)cc2)C(=O)N1c1ccc(C)cc1 (centres undefined)
46: COc1ccc(CNS(=O)(=O)CCNC(=O)c2ccc3c(c2)OCO3)cc1
47: C[C@H]1CN([C@@H](C)CO)C(=O)c2cc(NS(=O)(=O)c3ccc(F)cc3)ccc2O[C@H]1CN(C)S(=O)(=O)c1cn(C)cn1
48: O=C(NC1CCCCC1)c1ccc2snnc2c1
49: CN(CC(=O)N1CCN(c2ccccc2F)CC1)S(=O)(=O)c1cnc[nH]1
50: CC(C)c1ccc(/C=C/C(=O)NCCC2=CCCCC2)cc1
51: CCSc1nc(C)cc(Oc2ccc(=O)n(C)n2)n1
Assay by compound,41,42,43,44,45,46,47,48,49,50,51
PAFAH1B2 FP inh,8,1,3,-3,5,1,7,5,1,-1,1
PAFAH1B3 FP inh,6,6,-19,6,6,6,7,4,4,3,10
PREPL inh,2,-7,-4,-4,-5,-4,18,-1,9,-3,9
pPAFAH FP inh,2,5,4,-1,5,-2,28*,0,-2,0,-1
LYPLA2 counter,1,3,-3,6,27*,7,.,-5,4,-2,-5
LYPLA1 counter,-4,3,-4,2,1,0,.,-1,1,-2,-1
GSTO1 counter,-6,8,0,6,-1,-3,.,1,-6,0,6
PAD4 inh,1,-8,2,-2,-5,-2,4,1,-2,0,-1
PAFAH2 FP inh,-2,4,-1,10,10,-1,1,-7,0,2,-4

Complete entries from above. Screens in order: PAFAH1B2 FP inh | PAFAH1B3 FP inh | PREPL inh | pPAFAH FP inh | LYPLA2 counter | LYPLA1 counter | GSTO1 counter | PAD4 inh | PAFAH2 FP inh
Cc1cc(/C=N/n2cnnc2)c(C)n1-c1ccc2ncccc2c1 across the screens: 2 | -4 | 5 | 12 | 8 | 1 | 7 | -5 | 20
CN(CC(=O)N1CCN(c2ccccc2F)CC1)S(=O)(=O)c1cnc[nH]1 across the screens: 1 | 4 | 9 | -2 | 4 | 1 | -6 | -2 | 0
CSc1ccccc1NC(=O)CN(C)C(C)C(=O)NC(=O)NC1CCCCC1 (centres undefined) across the screens: -6 | 5 | 0 | -2 | 4 | 0 | 9 | 0 | -1
